PPC-1+TRAIL kill = compounds killing PPC-1 cancer cells with TRAIL present, primary screen, TRAIL potentiator project, ATPLite luminescence, uHTS | PPC-1 cells + TRAIL, ATPLite viability luminescence | cell killing (% activity), % at 4 µM | 0.41% of 220,000 active;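 active means cell killing above 50% in the first pass at 4 µM, then a duplicate retest at 5 µM averaging 50% or more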;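 further: plate controls were cells with TRAIL plus DMSO for no effect and medium-only wells lacking cells for full effect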
p97 ATPase inh = inhibitors of human p97 ATPase, primary screen, biochemical | AID 1481, 2009 | inhibition, % at 8 µM | Transitional endoplasmic reticulum ATPase (Homo sapiens), P55072 | 0.42% of 220,000 active | recombinant p97 ATPase, Kinase-Glo ATP luminescence, 3 h; in the data active means inhibition above about 15%;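 further: 0% = DMSO vehicle and 100% = wells lacking enzyme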
Ba/F3 V617F tox = reduced viability of JAK2V617F-dependent Ba/F3 cells, primary screen, JAK2V617F inhibitor project, cell-based, Ba/F3 EpoR-JAK2V617F, luminescence; ATP luminescence; inhibition, % at 5.6 µM; 1.1% of 220,000 active;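 active means inhibition above the campaign mean plus 3 SD over all tested compounds, cut at about 24% in these data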;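 further: cytokine-independent growth of Ba/F3 cells driven by EpoR plus mutant JAK2; 0% = DMSO-treated cells and 100% = JAK inhibitor I control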
Furin inhibitor = human furin inhibitors, primary screen, biochemical, fluorescence intensity. 0.061% of 220,000 active. inhibition, % at 30 µM. purified furin, fluorogenic substrate cleavage. P09958; in the data active means inhibition above about 25%; further: inactives centre near -15
Target sequence (P09958 108-714 limits assumed): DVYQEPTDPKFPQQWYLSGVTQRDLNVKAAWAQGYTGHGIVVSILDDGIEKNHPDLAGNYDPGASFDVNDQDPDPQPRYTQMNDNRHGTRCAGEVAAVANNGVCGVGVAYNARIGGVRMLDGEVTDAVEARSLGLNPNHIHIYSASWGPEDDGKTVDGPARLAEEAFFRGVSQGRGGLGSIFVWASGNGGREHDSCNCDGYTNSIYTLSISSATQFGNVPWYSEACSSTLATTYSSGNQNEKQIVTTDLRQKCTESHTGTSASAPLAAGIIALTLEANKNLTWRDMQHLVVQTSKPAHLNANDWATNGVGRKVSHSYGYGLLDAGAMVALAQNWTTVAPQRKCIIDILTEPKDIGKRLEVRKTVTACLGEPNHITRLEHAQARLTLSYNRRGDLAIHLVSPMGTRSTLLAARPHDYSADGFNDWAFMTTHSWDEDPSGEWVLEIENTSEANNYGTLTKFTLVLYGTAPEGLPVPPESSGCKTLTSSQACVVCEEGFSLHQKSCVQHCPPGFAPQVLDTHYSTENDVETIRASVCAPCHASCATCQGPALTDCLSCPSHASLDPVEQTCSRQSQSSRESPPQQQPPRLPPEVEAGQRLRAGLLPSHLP
p47phox inh = p47phox/p22phox peptide binding inhibitors, primary screen, biochemical, uHTS, NADPH oxidase regulatory subunit | Neutrophil cytosol factor 1 (Homo sapiens), P14598 | fluorescence polarization, 2 h | inhibition, % at 24.7 µM | 0.53% of 220,000 active | AID 1274, 2008;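 active means inhibition above about 30%, limit read from the data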;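 further: 0% = p47phox with labelled peptide and 100% = labelled peptide alone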
Tb hexokinase = Trypanosoma brucei hexokinase 1 inhibitors, primary screen, biochemical, G6PDH-coupled NADH absorbance, MLSCN library; hexokinase 1 [Trypanosoma brucei]; recombinant TbHK1, G6PDH-coupled NADH A340; inhibition, % at 10 µM; 0.11% of 220,000 active;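 active means inhibition of 50% or more in the single-dose primary screen; inactive means inhibition below 50%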
RBBP9 inh = human RBBP9 inhibitors, primary screen, biochemical, fluorescence polarization, FP-Rh probe, HTS; recombinant RBBP9; inhibition, % at 7.94 µM; 0.2% of 220,000 active; AID 1515, 2009;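 active means inhibition above the campaign mean of all tested compounds plus 3 SD, cut at about 14% in these data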;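 further: plate controls were DMSO wells with RBBP9 for no effect and wells lacking RBBP9 protein for full effect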
Target sequence (O75884 whole entry, looked up): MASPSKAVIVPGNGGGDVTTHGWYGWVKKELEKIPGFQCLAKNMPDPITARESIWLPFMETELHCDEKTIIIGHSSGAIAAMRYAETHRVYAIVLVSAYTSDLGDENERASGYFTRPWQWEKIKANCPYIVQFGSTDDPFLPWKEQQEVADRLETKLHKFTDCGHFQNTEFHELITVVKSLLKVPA
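System: RBBP9 protein / Buffer or medium: Tris/NaCl buffer pH 8.0 with 0.1% Pluronic / Probe or stimulus: Serine-hydrolase probe FP-Rh, 375 nM pre-mixing / Dosing: 7.94 µM single dose, 0.794% DMSO / Times: enzyme-compound preincubation 30 min, then probe labeling 45 min, 25 °C / Technique: fluorescence polarization (mP), excitation 525 nm, emission 598 nm / Replication: singlicate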
PGE2 EP2 inh = human EP2 receptor antagonists, primary screen, TR-FRET cAMP, C6 glioma cells | Prostaglandin E2 receptor EP2 subtype (Homo sapiens), P43116 | C6 glioma cells expressing human EP2; cells stimulated with saturating PGE2 | inhibition, % at 25 µM | 0.52% of 260,000 active | AID 1422, 2008;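 active means percent inhibition above 40 after rounding to a whole number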;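 further: rat C6 glioma host cells with rolipram phosphodiesterase inhibitor present; the protocol text gives 20 µM as final concentration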
BaF3 tox = parental Ba/F3 cell viability inhibition, counter-screen for JAK2V617F inhibitor project, murine pro-B, CellTiter-Glo luminescence | CellTiter-Glo ATP luminescence | inhibition, % at 5.6 µM | 1.1% of 220,000 active | AID 1486, 2009;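 active means inhibition above a per-campaign cutoff, the mean inhibition of all tested compounds plus 3 SD, cut at about 27% in these data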;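 further: 0% = DMSO wells and 100% = JAK Inhibitor I control wells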
* hit, by the source's call; . = no result given; & = joins results of further samples; [ ] = another dose, or the depositor's remark. Not all compounds are listed; count on the stated rates, not on these rows.

SMILES	PPC-1+TRAIL kill	p97 ATPase inh	Ba/F3 V617F tox	Furin inhibitor	p47phox inh	Tb hexokinase	RBBP9 inh	PGE2 EP2 inh	BaF3 tox
CC(C)(C)c1ccc(OC(=O)Nc2ccc(O)c(C(=O)O)c2)cc1	0.5	-3.0	3.4	-22.3	-14.8	2.2	-3.3	5.8&12.9	-1.4
COC(=O)c1ccccc1N=C(SC)N(C)C	-7.9	-7.2	1.3	-6.1	-3.1	-0.1	-8.1	13.8	1.9
CN1CCN(CC#CCn2c3ccccc3c3ccccc32)CC1	11.4	0.8	-0.1	-2.4	-1.3	-6.4	-5.2	7.2	7.7
CCSc1nc(C2CC2)cc(-c2cccs2)c1C#N	-13.0	4.1	1.2	-16.4[20 µM]	-12.5	-10.2	-0.1	12.3	6.0
NC(=O)COC(=O)c1cc(=O)[nH]c2ccccc12	3.3	2.6	-3.2	-15.3	-13.3	-10.5	-10.1	3.0	-7.1
O=C(CSc1ncn[nH]1)NC1CC2CCC1C2 (stereo unspecified)	21.4	-2.8	3.0	-16.0[20 µM]	-6.4	3.5	2.7	11.5	4.5
Cc1nnc(Sc2cc(C(=O)NCc3ccco3)c3ccccc3n2)s1	18.8	1.3	-0.1	-23.0	-13.1	-4.4	-5.9	12.3	2.6
S=C1NCCNC(=S)NCCOCCOCCN1	-4.9	2.4	-0.2	-17.5	-13.4	-3.3	-1.8	11.2	2.6
Cc1c(C(=O)O)c(=S)sn1CCOc1ccccc1	14.8	3.4	-4.3	-9.4[20 µM]	-10.4	-11.3	-8.9	4.3	1.8
O=C(C1CCCO1)N1CCN(c2c3c(nc4cc(-c5ccc(F)cc5)nn24)CCC3)CC1 (stereo unspecified)	3.6	-1.7	-2.3	-8.7	-4.4	-14.9	-2.2	6.2&4.6	1.5
CCOc1ccc(-n2c(SCC(N)=O)nc3sc4c(c3c2=O)CCN(C)C4)cc1	-24.1	2.5	2.1	-16.9	-9.6	-39.0	0.1	1.0	-0.1
COc1ccc(Nc2cc(C)nc3nc(C)nn23)c(OC)c1	-1.1	-1.2	3.0	-15.0	-5.0	-0.4	-4.7	11.3	11.2
COc1ccc(Cl)cc1NC(=O)Cn1nc(-c2ccc(C)cc2)n(C)c1=S	14.2	0.9	-3.6	-15.3	-5.4	1.7	8.2	6.7	-2.4
CCOc1ccc(OCCCCn2ccnc2)cc1	6.5	1.0	-0.2	-29.0	-0.9	-3.6	-5.5	6.2	0.4
Cc1sc2nc(CN3CCCC3)nc(NCc3ccncc3)c2c1C	6.1	-4.5	4.9	-6.2	-19.1	6.7	-7.8	6.0	3.4
Cc1ccc(S(=O)(=O)Nc2nc3ccccc3nc2N2CCc3ccccc3C2)cc1	4.6	-1.1	-2.6	-10.5	-12.5	-5.5	-3.3	.	4.1
CN(C1CCCC1)C1CCN(C(=O)CNC(=O)/C=C/c2cccc(C(F)(F)F)c2)CC1	13.5	2.5	-0.7	-11.1	2.1	4.3	0.1	3.5	2.1
Cc1ccc(-c2ccc(/C=C3/NC(=O)NC3=O)o2)cc1[N+](=O)[O-]	5.2	4.2	0.9	-15.7	0.0	-12.2	4.2	25.6	5.1
COc1ccc(CCNC(=S)NC(=O)c2c(-c3ccccc3Cl)noc2C)cc1OC	3.3	-3.4	1.8	-18.3	-10.0	21.5	-4.1	4.9	0.2
COc1ccc(CCNS(=O)(=O)c2cccc3cccnc23)cc1OC	-1.3	0.9	0.5	2.6	-4.1	-1.4	-6.5	10.8	1.0
COCCCN1CN(S(=O)(=O)c2cccs2)c2nc3ccccc3nc21	-5.0	2.9	-0.4	-5.5	4.7	-32.5	-1.6	6.3	1.1
O=C(NCCc1ccccc1)c1ccc(OCCOc2ccccc2)cc1	18.6	6.7	-3.5	-10.2[20 µM]	-5.0	-7.9	-5.2	7.4	1.1
CSC1=C(C#N)C(c2ccc(C)cc2)C2=C(CCCC2=O)N1 (stereo unspecified)	9.1	1.7	-3.0	-21.6[20 µM]	-8.5	-5.0	-6.5	9.7	8.6
CN(CC(=O)Nc1ccc(N2CCOCC2)cc1)C(=O)CC(c1ccccc1)c1ccccc1	2.5	-3.2	4.9	-24.8	-12.5	7.7	-1.8	1.6	5.2
CC(C)(CO)NCC(=O)Nc1cc(C(F)(F)F)cc(NC(=O)CNC(C)(C)CO)c1Cl	8.9	-0.2	-1.2	-12.4	-2.4	20.5	-3.1	4.3	3.3

More entries.
SMILES	PPC-1+TRAIL kill	p97 ATPase inh	Ba/F3 V617F tox	Furin inhibitor	p47phox inh	Tb hexokinase	RBBP9 inh	PGE2 EP2 inh	BaF3 tox
Cn1cc(S(=O)(=O)CC(=O)N2CCc3ccccc32)c2ccccc21	31.3	-3.5	0.9	-26.9	2.1	0.6	-8.6	11.7	5.4
Cc1cccc(-c2n[nH]c(=S)n2/N=C/c2ccc(C)o2)c1	23.0	5.4	-0.6	15.2	12.8	-1.9	-5.2	10.1	1.4
O=C(N/N=C/c1ccccc1Cl)c1cccc(F)c1	21.6	1.4	-1.1	-24.0[20 µM]	-10.3	2.6	-6.6	14.7	6.3
O=C(CSc1nnc(-c2cc3ccccc3cc2O)n1Cc1ccco1)c1ccc(F)cc1	17.9	4.8	0.5	-2.9	-12.2	-0.7	-15.8	2.9	6.5
COC(=O)CSc1nc2cc(C)cc(C)c2cc1C#N	-13.2	2.9	3.0	-5.0	-3.7	10.3	-2.6	18.4&19.0	4.6
CCCCOc1cccc(C(=O)NC(=S)Nc2cccc(NC(=O)c3ccccc3Cl)c2)c1	20.0	3.7	-2.2	-11.9	-16.6	-7.4	-10.7	0.6	4.1
O=C1CC(c2ccccc2)Cc2nc(NCc3ccco3)ncc21 (stereo unspecified)	8.5	-1.6	-0.6	-18.8[20 µM]	-9.7	5.1	-0.9	.	2.3
CC(C)N(CCNS(=O)(=O)c1ccc(Cl)cc1)C(C)C	21.0	0.6	-2.8	-12.4[20 µM]	-7.8	-1.5	1.7	2.3	5.6
CCOC(=O)C1(Cc2cccc(OC)c2)CCN(Cc2ccccc2)CC1	10.9	4.7	-2.6	-19.6	-0.3	2.8	6.2	3.3	-0.8
Cc1cccc(N2Cc3ccccc3C2=NC(=O)c2ccc(Cl)nc2)c1	14.5	-4.3	3.2	4.8	-63.7	3.2	-3.0	0.0	6.8
COC(=O)c1ccc(C(=O)OC)c(NC(=O)C2CC2)c1	7.3	2.9	1.5	-24.2	-2.9	-1.5	-2.8	8.1	8.8
CC1CC(NC(=O)c2cnc3n(c2=O)CCS3)CC(C)(C)C1 (stereo unspecified)	-10.0	.	.	-25.6	-3.5	-6.4	.	13.3	.
Cn1c(N)c(-c2nc3cccnc3n2C)sc1=S	19.9	-0.5	1.0	-26.0	-9.6	0.1	-9.9	8.4	11.2
O=C(CSc1nc2ccccc2o1)Nc1ccccc1	-10.8	4.5	1.4	-20.6[20 µM]	-13.9	6.8	-1.0	8.6	7.3
COCCn1nnnc1C(C(C)C)N1CCSCC1 (stereo unspecified)	13.5	-4.0	3.7	-13.7	5.6	3.7	-7.1	4.6	3.5
O=C(c1cccs1)N1CCC(c2ccccc2)C1 (stereo unspecified)	-3.5	-2.4	4.9	-10.0[20 µM]	-17.7	1.7	2.4	8.3	5.6
COC(=O)C1=C(C)NC(=S)NC1/C=C/c1ccccc1 (stereo unspecified)	0.8	13.7	5.8	4.5	-1.4	20.9	-6.4	8.0	3.3
Cc1cc(C)n2c(C)nnc2c1	-2.1	3.8	-2.4	-20.5	-4.6	-9.8	0.1	4.1	-1.5
NS(=O)(=O)c1ccc(CCNC(=O)CCCn2c(=O)[nH]c3ccc(Br)cc3c2=O)cc1	-13.9	26.3*	7.1	-2.3	-2.6	6.1	-6.1	4.0	9.6
CCN1CCc2nc(NC(=O)C(c3ccccc3)c3ccccc3)sc2C1	21.6	0.9	-1.4	-17.3[20 µM]	-24.7	-6.2	1.9	-2.3	4.8
CCCCC(=O)Nc1ncc2c(n1)CC(C)(C)CC2=O	3.8	4.4	-2.0	-25.6	3.2	-3.2	-6.0	14.4	6.0
CSc1ccc(Cn2nnc(C(=O)NCc3ccccc3)c2N)cc1	8.3	2.9	-4.3	-16.7	-4.9	-2.8	1.0	15.4	3.1
COc1cc(SC)ccc1C(=O)NCc1ccc(C)cc1	9.6	-8.1	0.7	-10.6[20 µM]	-4.2	5.1	-9.8	11.3	8.0
O=C(O)C1CCCN1S(=O)(=O)c1ccc2[nH]c(=O)c(=O)[nH]c2c1 (stereo unspecified)	11.8	-4.3	-0.7	-18.0[20 µM]	-0.6	-19.4	-0.7	7.4	5.2
COc1ccc(NS(=O)(=O)c2cc(Cl)ccc2Cl)cc1S(=O)(=O)N1CCCCC1	6.5	-0.5	1.7	-12.7	-3.1	-3.8	-2.0	8.1	3.6

Arranged by molar mass (low to high): some entries from above.
SMILES	PPC-1+TRAIL kill	p97 ATPase inh	Ba/F3 V617F tox	Furin inhibitor	p47phox inh	Tb hexokinase	RBBP9 inh	PGE2 EP2 inh	BaF3 tox
O=C(N/N=C/c1ccccc1Cl)c1cccc(F)c1	21.6	1.4	-1.1	-24.0[20 µM]	-10.3	2.6	-6.6	14.7	6.3
COC(=O)C1=C(C)NC(=S)NC1/C=C/c1ccccc1 (stereo unspecified)	0.8	13.7	5.8	4.5	-1.4	20.9	-6.4	8.0	3.3
CC1CC(NC(=O)c2cnc3n(c2=O)CCS3)CC(C)(C)C1 (stereo unspecified)	-10.0	.	.	-25.6	-3.5	-6.4	.	13.3	.
O=C(NCCc1ccccc1)c1ccc(OCCOc2ccccc2)cc1	18.6	6.7	-3.5	-10.2[20 µM]	-5.0	-7.9	-5.2	7.4	1.1

(continued)
SMILES	PPC-1+TRAIL kill	p97 ATPase inh	Ba/F3 V617F tox	Furin inhibitor	p47phox inh	Tb hexokinase	RBBP9 inh	PGE2 EP2 inh	BaF3 tox
COC(=O)C1=C(C)NC(=S)N(C(C)=O)C1c1ccccc1 (stereo unspecified)	12.6	1.2	-3.4	-3.7[20 µM]	-4.7	-21.4	-7.6	9.5	1.8
CCc1cc2c(CN3CCN(CCO)CC3)cc(=O)oc2cc1O	52.0*	4.3	-6.0	-14.2[20 µM]	-1.1	-20.5	6.2	11.5	0.5
O=C(Nc1ccc(Oc2cccnc2)cc1)c1cccc([N+](=O)[O-])c1	22.8	-6.8	1.9	-10.1	-2.2	24.7	-9.6	6.4	11.1
CCCC1(C(=O)OCC)NC(c2ccc(N(C)C)cc2)C2C(=O)N(c3ccc(OCC)cc3)C(=O)C21 (stereo unspecified)	-2.8	6.8	-1.1	-23.6	-2.2	-1.0	-0.5	6.7	1.2
COc1cc(C(=O)NC(=S)NNC(=O)c2cnccn2)cc(OC)c1OC	33.0	-2.5	6.8	-17.7	-9.5	-22.8	-6.2	10.9	15.4
CCOc1ccc(Cn2nnc(C(=O)NCc3ccc(OC)cc3)c2N)cc1	5.4	-6.0	3.3	-13.4	2.7	0.3	-3.6	4.2	7.2
CSc1ccc(C2C(C#N)=C(N)Oc3cc4c(cc32)OCO4)cc1 (stereo unspecified)	-1.8	5.8	-0.4	-19.8[20 µM]	-16.6	5.7	-4.6	5.4	3.0
CCn1ncc([N+](=O)[O-])c1C(=O)N1CCCC1	23.2	6.0	-4.6	-17.6[20 µM]	-0.7	3.7	-8.9	10.3	0.2

Source: PubChem (several laboratories)
